BAP1 inh: inhibitors of BAP1 deubiquitinase, primary screen, biochemical, Ub-AMC fluorescence, kinetic. activity remaining (% of control), % at 20 µM. Ubiquitin carboxyl-terminal hydrolase BAP1 (Homo sapiens), Q92560. recombinant BAP1, Ub-AMC hydrolysis fluorescence kinetic; active compounds read low. actives 0.48% (n = 72,000). AID 436, 2006;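 active means activity remaining at or below 50% of control, provided the compound also passes the data quality filters; inactive means the rest, including low values that fail the filters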;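 further: 100% = DMSO wells rate and 0% = substrate alone blank rate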
Target sequence (Q92560 whole entry, looked up): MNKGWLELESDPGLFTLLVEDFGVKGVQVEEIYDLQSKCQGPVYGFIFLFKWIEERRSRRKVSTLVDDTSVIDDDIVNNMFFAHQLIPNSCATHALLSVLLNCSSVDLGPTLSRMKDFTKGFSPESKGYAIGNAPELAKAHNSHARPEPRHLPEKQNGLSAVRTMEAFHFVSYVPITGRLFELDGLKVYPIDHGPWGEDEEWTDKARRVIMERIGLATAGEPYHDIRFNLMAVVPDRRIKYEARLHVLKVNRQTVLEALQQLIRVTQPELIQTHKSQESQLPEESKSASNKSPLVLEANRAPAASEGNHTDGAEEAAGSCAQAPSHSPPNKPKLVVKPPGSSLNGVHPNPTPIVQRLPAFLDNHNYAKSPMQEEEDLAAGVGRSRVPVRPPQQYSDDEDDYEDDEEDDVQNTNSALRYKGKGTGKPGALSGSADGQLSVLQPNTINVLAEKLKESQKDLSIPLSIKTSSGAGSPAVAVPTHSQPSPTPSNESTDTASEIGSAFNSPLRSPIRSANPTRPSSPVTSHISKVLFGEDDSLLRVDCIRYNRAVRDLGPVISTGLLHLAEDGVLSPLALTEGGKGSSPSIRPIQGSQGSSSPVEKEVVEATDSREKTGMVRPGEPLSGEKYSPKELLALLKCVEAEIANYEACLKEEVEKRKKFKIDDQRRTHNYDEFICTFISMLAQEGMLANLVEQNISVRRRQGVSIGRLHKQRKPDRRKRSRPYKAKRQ
HePTP inh: inhibitors of human HePTP phosphatase, primary screen, biochemical, absorbance, leukemia target | Tyrosine-protein phosphatase non-receptor type 7 (Homo sapiens), P35236 | recombinant HePTP phosphatase activity, OD absorbance | inhibition, % at 20 µM | actives 0.64% (n = 110,000); in the data active means inhibition above about 50%;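 further: plate controls were vehicle for no effect and reference inhibitor for full effect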
Target sequence (P35236 whole entry, looked up): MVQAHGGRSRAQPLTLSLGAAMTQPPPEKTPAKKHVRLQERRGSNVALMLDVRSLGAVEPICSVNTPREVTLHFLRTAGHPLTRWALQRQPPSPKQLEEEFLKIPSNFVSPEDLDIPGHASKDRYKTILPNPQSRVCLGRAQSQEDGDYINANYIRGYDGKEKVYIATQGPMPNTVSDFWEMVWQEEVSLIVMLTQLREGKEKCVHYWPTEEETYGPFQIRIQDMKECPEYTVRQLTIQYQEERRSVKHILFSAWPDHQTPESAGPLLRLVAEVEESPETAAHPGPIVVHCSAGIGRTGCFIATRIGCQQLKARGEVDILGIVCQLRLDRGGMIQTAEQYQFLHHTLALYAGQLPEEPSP
The depositor's hits bear a star; x = no result given; & = joins results of further samples.

BAP1 inh | HePTP inh | structure
x | -11.8 | COc1ccc(C2/C(=C(/O)c3ccccc3)C(=O)C(=O)N2c2cccc(Br)c2)c(OC)c1 (stereo not drawn)
97.1 | 12.6&6.9 | Cc1ccc(C(=O)N2CCN(C(=O)CN3CCOCC3)C2)cc1
x | 3.5 | CCOC(=O)c1snc(C(=O)NC2CCCCC2)c1N
x | -6.2 | COc1ccc(/C=C/C=C2\NC(=S)NC2=O)cc1
x | 1.4 | CCOc1ccccc1N1C(=O)C2C3C=CC(C4CC34)C2C1=O (stereo not drawn)
81.4 | -13.2 | Cc1c(Cl)ccc2c1NC(=O)[C@]21N[C@@H](CCC(N)=O)[C@H]2C(=O)N(c3ccc(F)cc3)C(=O)[C@H]21
x | -1.4 | O=C(NNc1nc(-c2ccccc2)cc(-c2ccccc2)n1)Nc1ccccc1
84.2 | -2.7 | COc1ccc(-c2ccc(NCCC3=CCCCC3)nn2)cc1OC
97.7 | -5.0 | Cc1cc(SCc2ccccc2)nc(=O)[nH]1
x | 0.8 | Cc1cccc(/C=N/NC(=O)c2ccc(-c3ccccc3)cc2)c1
85.3 | -3.3 | CN(C)CCCN1C(=O)C(=O)/C(=C(/O)c2ccc3c(c2)OCO3)C1c1cccnc1 (stereo not drawn)
x | 9.4 | CCOc1ccc(/C=C/c2nc(O)c([N+](=O)[O-])c(=O)[nH]2)cc1
96.3 | 7.0 | CC(NC(=O)CSc1nc2c(cc1C#N)CN(C)CC2)c1ccccc1 (stereo not drawn)
x | 1.3 | Cc1ccc(-n2nc3cc(C)c(NC(=O)c4ccc(Br)o4)cc3n2)cc1
x | 8.3 | CCN1CCN(S(=O)(=O)c2c(C)cc(C)cc2C)CC1
x | 8.4 | COc1cccc(CN2CCN(C(=O)c3cccc(Cl)c3)CC2)c1
x | 3.5 | N/C(=N\OC(=O)Cc1ccccc1)c1ccncc1
108.7 | 2.8 | Nc1ccc2nn(-c3cccc4ccccc34)nc2c1
x | 2.7 | COc1ccc(OC)c(N(CC(=O)NC(C)c2ccccc2)S(C)(=O)=O)c1 (stereo not drawn)
88.2 | -1.7 | Cc1cccc(Cn2c(N(C)Cc3ccccc3)nc3c2c(=O)[nH]c(=O)n3C)c1
94.1 | 5.4 | CCOC(=O)CSc1nc(C)c(C(C)=O)cc1C#N
104.2 | 0.3 | O=C1c2ccccc2N2C(=O)c3ccccc3C2N1O (stereo not drawn)
x | -20.2 | NC(=O)NC(c1ccccc1)c1cccc(Br)c1 (stereo not drawn)
59.4 | 0.8 | CCC(C)(C)n1nnnc1C(c1cc2ccc(OC)cc2[nH]c1=O)N1CCc2ccccc21 (stereo not drawn)
95.6 | -4.4 | CC1(C)NC(=O)N(CC(O)CN2CCCC2)C1=O (stereo not drawn)
94.8 | -10.7 | COc1ccccc1N1CCN(C(=O)C2CCN(S(=O)(=O)c3ccc(F)cc3)CC2)CC1
102.1 | 3.8 | O=C(CN1C(=O)CSc2ccccc21)NC1CCCC1
112.7 | -1.2 | CC(C)(C)n1nc2c(c1NC(=O)c1ccccc1F)CS(=O)C2 (stereo not drawn)
x | -1.8 | COc1ccc(Cc2noc(-c3ccc([N+](=O)[O-])cc3)n2)cc1OC
83.8 | -3.3&2.0 | O=S(Cc1ccc(Cl)cc1)CC(O)COCc1ccc(Cl)cc1 (stereo not drawn)

Reprinted from the part before: 7 compounds; new compounds follow.
BAP1 inh | HePTP inh | structure
59.4 | 0.8 | CCC(C)(C)n1nnnc1C(c1cc2ccc(OC)cc2[nH]c1=O)N1CCc2ccccc21 (stereo not drawn)
95.6 | -4.4 | CC1(C)NC(=O)N(CC(O)CN2CCCC2)C1=O (stereo not drawn)
94.8 | -10.7 | COc1ccccc1N1CCN(C(=O)C2CCN(S(=O)(=O)c3ccc(F)cc3)CC2)CC1
102.1 | 3.8 | O=C(CN1C(=O)CSc2ccccc21)NC1CCCC1
112.7 | -1.2 | CC(C)(C)n1nc2c(c1NC(=O)c1ccccc1F)CS(=O)C2 (stereo not drawn)
x | -1.8 | COc1ccc(Cc2noc(-c3ccc([N+](=O)[O-])cc3)n2)cc1OC
83.8 | -3.3&2.0 | O=S(Cc1ccc(Cl)cc1)CC(O)COCc1ccc(Cl)cc1 (stereo not drawn)
x | 4.5 | O=Cc1ccc(/C=C2/SC(=S)N(c3cccc(Cl)c3)C2=O)cc1
x | -6.2 | COC(=O)C(CC(C)C)NC(=O)COC(=O)/C=C/c1ccc([N+](=O)[O-])cc1 (stereo not drawn)
126.5 | -2.7 | O=S(=O)(NCCc1ccccn1)c1cccs1
x | 0.3 | Cc1cccn2c(=O)c(C=O)c(N3CCCCC3)nc12
x | -6.9 | CCc1ccccc1N(CC(=O)Nc1ccccc1C)S(C)(=O)=O
115.4 | 4.9 | CCC(OC(=O)c1cccs1)C(=O)NCc1ccc2c(c1)OCO2 (stereo not drawn)
x | 1.5 | CCOc1cccc(/C=N/NC(=O)COc2ccccc2[N+](=O)[O-])c1O
x | 2.0 | CC1CCN(CCCCOc2ccc(C(C)(C)C)cc2)CC1
96.3 | 0.6 | CC(C)[C@H](NC(=O)OC(C)(C)C)c1nnc(SCC(=O)Nc2ccc(Br)cc2)o1
x | -1.3 | COc1ccccc1NC(=O)C(=O)NCCc1ccc(OC)c(OC)c1
120.6 | 6.2 | Cc1cc(Cl)c(S(=O)(=O)N2CCN(c3ccc(F)cc3)CC2)cc1OCC(N)=O
90.7 | -1.7 | O=C(CSc1ncnc2c1oc1ccccc12)NCc1ccc(F)cc1
80.8 | -0.3 | CC(=O)c1sc(NC(=O)c2ccco2)nc1-c1ccccc1
83.7 | -0.1 | CS(=O)(=O)Nc1ccc(C(=O)NCc2ccc3c(c2)OCO3)cc1
68.3 | x | COC(=O)c1ccc(C(=O)OCCCc2nc3ccc([N+](=O)[O-])cc3[nH]2)cc1
x | -4.8 | COc1ccc(Nc2nc(C)cc(C)c2C(N)=O)cc1
x | -11.2 | CCOc1cc(/C=N/Nc2nc3ccccc3s2)ccc1OCc1ccccc1
103.8 | 9.1 | COc1ccc(N(C(=O)c2ccc(S(=O)(=O)N3CCOCC3)cc2)C2C=CS(=O)(=O)C2)cc1 (stereo not drawn)
120.3 | -0.9 | CSc1nc(-c2ccccc2)nc(SC)c1C(C)=O
x | 26.1 | Cc1ccc(/C=C/C(=O)Nc2ccc(C)c([N+](=O)[O-])c2)o1
x | -16.0 | CC1=NN(c2ccc(S(N)(=O)=O)cc2)C(=O)/C1=C\c1ccc(-c2ccc(C)c(Cl)c2)o1
98.5 | -12.8 | Cc1cc(NS(=O)(=O)c2ccccc2)cc(Cl)c1O
98.3 | 5.8 | Cc1oc(-c2ccccc2F)nc1CN1CCC(C(=O)NCc2cccnc2)CC1
x | -0.9 | Cc1cc(C)nc(SCC(=O)N/N=C/c2ccc(O)cc2)n1
105.1 | 2.2 | CCCN1CCN(CCCNC(=O)Cn2nc(-c3ccc(C)cc3)ccc2=O)CC1
88.3 | -2.7 | Cn1c(=O)c2c(nc(NCCO)n2CCc2ccccc2)n(C)c1=O
81.3 | 0.0 | COc1ccc(-n2c(Cc3cccn3C)nnc2SCC(=O)Nc2ccc3c(c2)OCCO3)cc1
x | -1.4 | CN1C(=O)/C(=N\OC(=O)c2cccc3ccccc23)c2ccccc21
108.8 | 3.6 | CC1=C(C(=O)Nc2ccccc2Cl)C(c2ccc(N(C)C)cc2)NC(=O)N1 (stereo not drawn)
102.7 | x | O=C(NCc1n[nH]c(=S)n1-c1ccc(Br)cc1)c1ccc(S(=O)(=O)N2CCCC2)cc1
97.1 | 11.0 | CSc1nnc(-c2ccncc2)n1CCCN1CCCC1=O
85.0 | 0.7 | Cc1ccc(-c2nnc(SCC(=O)Nc3ccccc3N3CCOCC3)o2)cc1
88.9 | 3.9 | CCCCCC(C(=O)O)C(C)CC(=O)NC1CCCCC1 (stereo not drawn)
x | 2.9 | O=C(NCc1ccncc1)c1ccc(Cl)cc1
97.1 | 8.1 | CCOC(=O)c1ccccc1NC(=O)CN(c1ccccc1OCC)S(C)(=O)=O
66.7 | -2.3 | Cn1cnnc1Sc1nc2c(c(=O)n(C)c(=O)n2C)n1C
x | 7.8 | O=C1C2ON(c3ccc(Cl)cc3)C(c3ccc(F)cc3)C2C(=O)N1c1ccc([N+](=O)[O-])cc1 (stereo not drawn)
95.7 | 2.7 | Cc1n[nH]c(C)c1S(=O)(=O)N1CCc2ccccc21
x | 0.3 | COc1ccc(NC(=O)Cc2ccc(OC)c(OC)c2)c([N+](=O)[O-])c1
88.2 | 9.4&5.6 | Cc1oc(-c2nc3ccccc3n2C)cc1C(=O)c1ccccc1
x | 2.8 | CCc1nnc(NC(=O)Nc2ccc(Cl)cc2)s1
59.2 | 10.7 | O=C(Nc1ccc(N2CCOCC2)cc1)C1CC1
x | -7.4 | Nc1csc(C(c2ccccc2)c2ccccc2)n1
x | -9.7 | COC(=O)c1c(NC(=O)C2CC2c2ccccc2)sc(C)c1C (stereo not drawn)
96.4 | 7.2 | O=C1C2CCCN2C(c2ccc(Br)cc2)N1c1ccc(F)cc1 (stereo not drawn)
x | -2.5 | COc1cccc(OC)c1C(=O)Nc1cc(Cl)c(Cl)cc1Cl
x | -11.0 | Cc1ccc(S(=O)(=O)Nc2ccc(C(=O)CC(=O)Nc3ccccc3)cc2)cc1
x | 6.1 | COc1cccc(C(=O)N2CCOCC2)c1
69.9 | 6.4 | CCOc1ccc(-n2c(=O)c3c(C)c(C)sc3n(CC(=O)NCc3ccco3)c2=O)cc1
78.6 | -4.8 | Cc1nc2cc(C(F)(F)F)ccc2n1C1CCN(CC(=O)NC(C)(C)C)CC1

(cont.)
BAP1 inh | HePTP inh | structure
x | -6.6 | CCOC(=O)C1=C(C)N=c2s/c(=C\c3ccccc3O)c(=O)n2C1c1ccc2c(c1)OCO2 (stereo not drawn)
x | -11.1 | O=C(C(=O)N1CCOCC1)c1c[nH]c2ccccc12
83.4 | 10.2 | CC1CCCC(C)N1C(=O)CN1CCN(c2nc(-c3ccc(F)cc3)cs2)CC1 (stereo not drawn)
x | 1.7 | COC(=O)c1cc(Cl)c(NC(=O)c2ccc(F)cc2)cc1OC
90.4 | -8.7 | Cc1ccc2sc(NC(=O)CN3C(=O)CCC3=O)nc2c1C
105.1 | 10.4 | O=C(CN1C(=O)CSc2ncccc21)NCCN1CCOCC1
101.5 | -9.3 | COc1cc(C)nc(N2CCC(C(=O)NC3CCCCC3)CC2)n1
x | -12.9 | CC(C)OC(=O)C1C(=O)CC(C)(O)C(C(=O)OC(C)C)C1c1ccc([N+](=O)[O-])cc1 (stereo not drawn)
x | 9.7 | COC(=O)c1cc(NC(=O)C(C)(C)C)cc(C(=O)OC)c1
99.7 | 5.8 | O=C(Nc1cnc2ccccc2c1)N1CCOCC1
138.6 | -0.5 | COC(=O)c1ccc(=O)n(Cc2ccc3c(c2)OCO3)c1
98.5 | 5.0 | CCOC(=O)CSc1nn(C)c(=S)s1
96.0 | 0.2 | CCOC(=O)N1CCN(C(=O)C2CCN(S(=O)(=O)c3ccc(Br)s3)CC2)CC1
88.7 | 10.5 | COc1ccccc1NS(=O)(=O)c1cc(Cl)ccc1OC
78.1 | -7.4 | CC(CCc1ccccc1)NC(=O)C1CCN(c2nnc(-n3cccc3)s2)CC1 (stereo not drawn)
x | 4.5 | CCn1nnnc1-c1ccc(OC)c(S(=O)(=O)NCCc2ccc(OC)c(OC)c2)c1
x | -2.9 | CN1/C(=C/C(=O)Nc2ccccc2)c2ccccc2CC12CCCCC2
100.0 | 1.8 | CCN1CCN(C(c2cc(OC)ccc2OC)c2nnnn2Cc2ccccc2)CC1 (stereo not drawn)
145.0 | 5.5 | O=S(=O)(c1cccc2cccnc12)N1CCc2ccccc21
100.4 | -14.7 | O=C(NCCOC(=O)c1ccc(C(=O)OCCNC(=O)c2ccccc2)o1)c1ccccc1
x | -15.4 | COc1cc(/C=C2/C(C)=C(C#N)c3nc(N)c(C#N)c(C)c32)ccc1O
109.3&87.3 | -10.0 | N#C/C(=C\c1ccc(O)c(O)c1)C(=O)NCCCc1ccccc1
84.3 | -0.1 | COn1c(SCc2cccnc2)nc2ccccc2c1=O
x | 6.8 | Cc1sc2nc(C(C)Nc3ccccc3N3CCOCC3)[nH]c(=O)c2c1C (stereo not drawn)
96.5 | -0.7 | COc1cccc(C2=NOC(C(=O)Nc3ccc(OC)c(OC)c3)C2)c1 (stereo not drawn)
x | 7.8 | Cc1ccc(-n2[nH]c(C)c(C=Nc3ccccc3C(=O)O)c2=O)cc1C
101.2 | 4.9 | O=C(CSc1nnc(-c2cccs2)o1)N1CCCCC1
108.0 | x | O=C1CC(c2ccc(F)cc2)Sc2ccccc2N1 (stereo not drawn)
101.5 | -1.1 | c1ccc(COc2ccc(Nc3ncnc4nc[nH]c34)cc2)cc1
109.9 | 3.7 | Cc1cc(C(=O)NCCCc2ccccc2)no1

3 entries picked at random from those above:
BAP1 inh | HePTP inh | structure
x | -15.4 | COc1cc(/C=C2/C(C)=C(C#N)c3nc(N)c(C#N)c(C)c32)ccc1O
x | 6.8 | Cc1sc2nc(C(C)Nc3ccccc3N3CCOCC3)[nH]c(=O)c2c1C (stereo not drawn)
84.3 | -0.1 | COn1c(SCc2cccnc2)nc2ccccc2c1=O

(listing goes on)
BAP1 inh | HePTP inh | structure
x | -1.9 | COC(=O)c1ccc(/C=N/c2c(-c3ccco3)nc3ccccn23)cc1
85.7 | 8.5 | O=C(NC12CC3CC(CC(C3)C1)C2)N1CCC(O)CC1
61.2 | 1.0 | COc1ccc(N(Cc2cc3cc(OC)ccc3[nH]c2=O)S(C)(=O)=O)cc1
x | -10.0 | O=C(CN(c1cccc([N+](=O)[O-])c1)S(=O)(=O)c1ccccc1)NCC1CCCO1 (stereo not drawn)
84.4 | -2.1 | COc1ccc(OC)c(C2C(C(=O)c3cc4ccccc4o3)=C(O)C(=O)N2c2cc(C)on2)c1 (stereo not drawn)
101.8 | -1.8 | CCOC(=O)CCn1nnc(N)n1

From PubChem
